Akt phos inh – HTS Assay for Inhibitors of Akt Phophorylation: Primary Screen. Neuro2A IGF-stimulated pAkt S473 HTRF, 20 min; stronger effect = lower value. activity change, % for hits at 50 µM. 360,000 tested, 0.32% active. AID 651550, 2012; in the data active means activity change below about -80%; inconclusive means mostly about -51% to -80%; further: on the % scale 0 is the no-effect control and ±100 the full control effect
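Single-point screen (50 µM final compound) in Neuro2A cells stimulated 20 min with 6 nM IGF at 37 deg C. After lysis, Ser473-phosphorylated Akt read by HTRF (ex 330 nm, em 615/665 nm) as the 665/615 ratio.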
EPAC2 antag – qHTS for Antagonist of cAMP-regulated guanine nucleotide exchange factor 2 (EPAC2): primary screen | Rap guanine nucleotide exchange factor 4 (Homo sapiens), Q8WZA2 | EPAC2 GEF exchange of Rap1B-BODIPY-GDP, fluorescence | Potency, µM (doses to about 114 µM), inactives show at the highest dose activity, negative = inhibition, most hits filed as inhibitors | 360,000 tested, 0.18% active | AID 720708, 2013; further: potency means the concentration at half of the fitted maximal effect; on the % scale 0 is the no-effect control and ±100 the full control effect; nearly all actives have a fitted effect of over 45% in size; many of its hits are not listed in these tables
Target sequence (Q8WZA2 whole entry, looked up): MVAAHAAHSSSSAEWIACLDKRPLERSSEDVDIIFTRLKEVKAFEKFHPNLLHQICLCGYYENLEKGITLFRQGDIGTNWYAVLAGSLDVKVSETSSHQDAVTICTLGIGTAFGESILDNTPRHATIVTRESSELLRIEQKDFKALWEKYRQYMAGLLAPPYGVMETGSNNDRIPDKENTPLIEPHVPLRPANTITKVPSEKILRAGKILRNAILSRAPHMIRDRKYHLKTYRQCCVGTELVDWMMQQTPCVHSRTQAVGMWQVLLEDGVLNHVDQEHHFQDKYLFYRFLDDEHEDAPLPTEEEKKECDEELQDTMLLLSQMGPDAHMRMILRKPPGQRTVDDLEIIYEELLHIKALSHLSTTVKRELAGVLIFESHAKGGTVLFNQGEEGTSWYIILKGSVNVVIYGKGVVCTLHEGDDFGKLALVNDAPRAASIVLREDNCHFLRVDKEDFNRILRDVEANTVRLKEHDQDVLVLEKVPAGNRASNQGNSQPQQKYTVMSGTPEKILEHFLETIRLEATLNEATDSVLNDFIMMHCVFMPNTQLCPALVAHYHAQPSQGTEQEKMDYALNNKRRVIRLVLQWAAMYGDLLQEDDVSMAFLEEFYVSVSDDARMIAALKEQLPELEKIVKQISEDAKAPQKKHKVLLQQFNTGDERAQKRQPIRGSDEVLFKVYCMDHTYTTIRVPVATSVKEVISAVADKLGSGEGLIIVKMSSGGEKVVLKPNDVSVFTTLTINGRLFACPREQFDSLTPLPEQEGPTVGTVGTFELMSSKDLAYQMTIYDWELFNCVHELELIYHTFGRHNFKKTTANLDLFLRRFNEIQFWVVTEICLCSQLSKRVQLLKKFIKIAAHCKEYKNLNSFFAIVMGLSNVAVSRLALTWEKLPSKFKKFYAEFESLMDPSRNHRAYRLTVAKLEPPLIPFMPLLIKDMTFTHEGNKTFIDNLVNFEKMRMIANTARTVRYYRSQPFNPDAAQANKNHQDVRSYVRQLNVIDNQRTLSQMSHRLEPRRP
Mm-Cpn inhibitor – Inhibitors of TCP-1 ring complex (TRiC) of Methanococcus maripaludis (MmCpn): qHTS; purified Mm-Cpn ATPase, ADP Transcreener TR-FRET; AID 504842, 2011; 330,000 tested, 0.031% active; Potency, µM (highest dose often 76.9 µM), for inactives: at the highest dose activity, negative = inhibition, hits mostly inhibitors; further: potency means the concentration at half of the fitted maximal effect; on the % scale 0 is the no-effect control and ±100 the full control effect; nearly all actives have a fitted effect of over 80% in size
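ATPase read-out: TR-FRET ADP immunoassay (anti-ADP Eu cryptate vs ADP-d2), ex 320 nm, em 590/665 nm; signal drops as ADP forms. Enzyme 25 nM, ATP 10 uM, 30 min at 37°C after 10 min compound preincubation.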
Nrf2 ARE act – qHTS of Nrf2 Activators | AREc32 ARE-luciferase reporter (MCF7-derived line), luminescence, 24 h | Potency, µM (highest dose often 46.1 µM), for inactives: at the top dose activation, hits mostly activators | 410,000 tested, 0.31% active | AID 624171, 2012; further: potency means the concentration at half of the fitted maximal effect; % of control where 0% means no effect; nearly all actives have a fitted effect of over 65% in size
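AREc32 cells carrying an ARE-driven firefly luciferase, 1000 cells/well in OPTI-MEM with 5% FBS, dosed after overnight attachment and incubated 24 hr at 37 deg C. Steady-Glo luminescence read after 30 min at RT.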
A549 tox – Nrf2 qHTS screen for inhibitors: counterscreen for cytotoxicity; 390,000 tested, 0.16% active; Potency, µM (highest dose often 46 µM), inactives show at the top dose activity change, negative = cytotoxicity, hits mostly inhibitors; A549 ARE-Fluc cells, CellTiter-Fluor viability, 18-24 h; further: potency means the concentration at half of the fitted maximal effect; on the % scale 0 is the no-effect control and ±100 the full control effect
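Cytotoxicity counterscreen: CellTiter-Fluor fluorescence was measured in A549 ARE_Fluc cells after 18-24 h of compound exposure in a concentration series. The subsequent BugLite luminescent read reports ARE-luciferase activity.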
EPAC2 agonist – qHTS for Agonist of cAMP-regulated guanine nucleotide exchange factor 4 (EPAC2): primary screen; Rap guanine nucleotide exchange factor 4 (Homo sapiens), Q8WZA2; EPAC2 activation, biochemical qHTS; response scale: 100% = 6.5 mM cAMP response; Potency, µM (top dose mostly 154 µM), inactives show at the highest dose activation, hits mostly activators; 360,000 tested, 0.079% active; AID 720711, 2013; further: potency means the concentration at half of the fitted maximal effect; nearly all actives have a fitted effect of over 50% in size
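Nucleotide exchange monitored as fluorescence drop when BODIPY-GDP leaves Rap1B. Reaction: 100 nM EPAC2, 250 nM RAP1B-BODIPY-GDP, 50 uM GDP, room temperature, kinetic read over 30 min. Activity expressed relative to 6.5 mM cAMP.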
Nrf2 block – Nrf2 qHTS screen for inhibitors. A549 ARE-Fluc reporter, luciferase luminescence, 18-24 h. Potency, µM (series often up to 46 µM), without a hit: at the highest dose activity change, negative = inhibition, actives largely listed as inhibitors. 360,000 tested, 2.1% active. AID 504444, 2011; further: potency means the concentration at half of the fitted maximal effect; on the % scale 0 is the no-effect control and ±100 the full control effect; nearly all actives have a fitted effect of over 60% in size
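Two sequential reads on A549 ARE_Fluc cells exposed to compound for 18-24 h: a CellTiter-Fluor fluorescence read for viability, then a luciferase luminescence read for Nrf2/ARE activity.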
TGFb inhibitor – qHTS for Inhibitors of TGF-b. AID 588855, 2011. HepG2 CAGA-GFP TGF-b/SMAD3 reporter, GFP fluorescence, 18 h; TGF-beta stimulated, 500 pg/mL final. 410,000 tested, 1.2% active. Potency, µM (highest dose often 46.1 µM), inactives show at the top dose activity, negative = inhibition, actives largely listed as inhibitors; further: potency means the concentration at half of the fitted maximal effect; on the % scale 0 is the no-effect control and ±100 the full control effect; nearly all actives have a fitted effect of over 65% in size
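Per well, imaged GFP fluorescence of HEPG2 CAGA-GFP cells gives the signal; cells get compound, then TGF-beta (500 pg/mL final), 18 h at 37 degrees C; %Activity versus -TGF-beta and +DMSO controls.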
CCT chaperon mod – High-Throughput Screening for Modulators of Cytosolic Chaperonin Activity. purified chaperonin ATPase assay, HTRF ADP detection, 30 min. activity change, % (no concentration beside the values), hits read low. 360,000 tested, 0.3% active. AID 651819, 2012; in the data active means activity change below about -30%; further: on the % scale 0 is the no-effect control and ±100 the full control effect
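TRiC at 40 or 20 nM final (batch-dependent) in 30 mM Tris pH 7.4, 100 mM KCl, 5 mM MgCl2, 1 mM DTT, with compound at single 76 uM and 10 uM ATP, 30 min at 37 deg C. ADP detected by HTRF Transcreener, 665/615 ratio.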
Starred values were filed as active, the others as inactive. Unless noted, the call rests on the fitted dose curve; in most records, active means well fitted curve in the direction sought with a large enough effect; inconclusive means small, poorly fitted or top-dose-only effect, or another doubt; inactive means no such curve, though single readings can be large; an effect the other way counts as inactive or inconclusive. The list is partial; count on the stated rates, not on these rows.

A first look (two entries):
Screening C[C@@H](CN1C2=NC[C@H](Cc3ccccc3)N2C[C@H]1Cc1ccc(O)cc1)NC(=O)CCC1CCCCC1 returned Akt phos inh inactive, EPAC2 antag -1%, Nrf2 ARE act -3.7%, A549 tox 0%, EPAC2 agonist 3%, Nrf2 block 3%, TGFb inhibitor inconclusive and CCT chaperon mod -0.1.
For O=C(c1ccc(Cl)c(F)c1F)N1CCOCC1 the results were Akt phos inh inactive, EPAC2 antag 2%, Mm-Cpn inhibitor -7%, Nrf2 ARE act 0.3%, A549 tox 15%, EPAC2 agonist 17%, Nrf2 block 5%, TGFb inhibitor 13% and CCT chaperon mod 1.6.

All compounds of this part (from the top)
Screening C[C@@H](CN1C2=NC[C@H](Cc3ccccc3)N2C[C@H]1Cc1ccc(O)cc1)NC(=O)CCC1CCCCC1 returned Akt phos inh inactive, EPAC2 antag -1%, Nrf2 ARE act -3.7%, A549 tox 0%, EPAC2 agonist 3%, Nrf2 block 3%, TGFb inhibitor inconclusive and CCT chaperon mod -0.1.
For O=C(c1ccc(Cl)c(F)c1F)N1CCOCC1 the results were Akt phos inh inactive, EPAC2 antag 2%, Mm-Cpn inhibitor -7%, Nrf2 ARE act 0.3%, A549 tox 15%, EPAC2 agonist 17%, Nrf2 block 5%, TGFb inhibitor 13% and CCT chaperon mod 1.6.
CCCn1c(SCC(=O)NC)nc2sc3c(c2c1=O)CCC3 was read as Akt phos inh inactive, EPAC2 antag 5%, Mm-Cpn inhibitor 0%, Nrf2 ARE act 0.5%, A549 tox 2%, EPAC2 agonist -2%, Nrf2 block -4%, TGFb inhibitor -7% and CCT chaperon mod -1.1.
For COCCCNC(=O)/C(=C\c1cccn1C)NC(=O)c1cccs1 the results were Akt phos inh inactive, EPAC2 antag 10%, Mm-Cpn inhibitor 0%, Nrf2 ARE act -0.5%, A549 tox -2%, EPAC2 agonist 5%, Nrf2 block 1%, TGFb inhibitor -12% and CCT chaperon mod 0.6.
Screening O=C(Nc1cc(Cl)ccc1Cl)C1CC(=O)N(c2ccccc2)C1 (stereo not given) returned Akt phos inh inactive, EPAC2 antag 3%, Mm-Cpn inhibitor 0%, Nrf2 ARE act -0.3%, A549 tox -1%, EPAC2 agonist 4%, Nrf2 block -19%, TGFb inhibitor 23% and CCT chaperon mod -0.2.
Screening Cc1cc(C)c(S(=O)(=O)N2CCN(C(=O)c3cc4ccccc4o3)CC2)c(C)c1 returned Akt phos inh inactive, EPAC2 antag 0%, Mm-Cpn inhibitor -5%, Nrf2 ARE act 2.7%, A549 tox 16%, EPAC2 agonist 17%, Nrf2 block -8%, TGFb inhibitor 0% and CCT chaperon mod -3.2.
For S=C(NCc1ccccc1)N1CCN(C2CCCCC2)CC1 the results were Akt phos inh inactive, EPAC2 antag 8%, Mm-Cpn inhibitor -4%, Nrf2 ARE act 0.0%, A549 tox -2%, EPAC2 agonist -3%, Nrf2 block 2%, TGFb inhibitor inconclusive and CCT chaperon mod -2.3.
CCOC(=O)c1c(N)sc(C(=O)N2CCCC2)c1C was read as Akt phos inh inactive, EPAC2 antag -4%, Mm-Cpn inhibitor -4%, Nrf2 ARE act -0.1%, A549 tox 17%, EPAC2 agonist 7%, TGFb inhibitor 23% and CCT chaperon mod -1.6.
O=C(CNC(=O)c1cccs1)NCCc1ccco1 was read as Akt phos inh inactive, EPAC2 antag 26%, Mm-Cpn inhibitor -2%, Nrf2 ARE act 3.7%, A549 tox 0%, EPAC2 agonist 8%, Nrf2 block 9%, TGFb inhibitor 1% and CCT chaperon mod -11.
For O=C(CCn1cnc2onc(-c3ccc(F)cc3)c2c1=O)N1CCN(c2ccccc2F)CC1 the results were Nrf2 ARE act 0.5%, A549 tox 7%, Nrf2 block 4% and TGFb inhibitor inconclusive.
`Cc1nc(N2CCCCCC2)c2ccccc2n1` gave Akt phos inh inactive, EPAC2 antag -5%, Mm-Cpn inhibitor 3%, Nrf2 ARE act 1.2%, A549 tox -10%, EPAC2 agonist 7%, Nrf2 block 18µM*, TGFb inhibitor inconclusive and CCT chaperon mod -0.6.
For S=c1[nH]nc(-c2ccco2)n1/N=C/C=C/c1ccco1 the results were Akt phos inh inactive, EPAC2 antag 11%, Mm-Cpn inhibitor -1%, Nrf2 ARE act inconclusive, A549 tox -3%, EPAC2 agonist 0%, Nrf2 block 7%, TGFb inhibitor 0% and CCT chaperon mod 1.9.
Screening CCC(=O)c1ccc(OCC(=O)OCC(=O)NC2CCCC2)cc1 returned Akt phos inh inactive, EPAC2 antag -7%, Mm-Cpn inhibitor 0%, Nrf2 ARE act -0.1%, A549 tox 9%, EPAC2 agonist 5%, Nrf2 block 5%, TGFb inhibitor 13% and CCT chaperon mod -1.9.
For Cc1nn(C(C)C(=O)N2CCCCC2)c(=O)c2c1sc1ccccc12 (stereo not given) the results were Akt phos inh inactive, EPAC2 antag -2%, Mm-Cpn inhibitor -1%, Nrf2 ARE act 0.1%, A549 tox -17%, EPAC2 agonist 1%, Nrf2 block -22%, TGFb inhibitor -9% and CCT chaperon mod -2.5.
Screening CC(C)c1ccc(NC(=O)C2CCC(CNS(=O)(=O)c3ccc4c(c3)CCCC(=O)N4)CC2)cc1 (stereo not given) returned Nrf2 ARE act 8.8%, A549 tox -19%, Nrf2 block -29% and TGFb inhibitor -27%.
COC(=O)c1ccccc1NC(=O)c1cc(-c2ccc(C)cc2)on1 was read as Akt phos inh inactive, EPAC2 antag -4%, Mm-Cpn inhibitor -1%, Nrf2 ARE act 0.3%, A549 tox 6%, EPAC2 agonist 10%, Nrf2 block 9%, TGFb inhibitor 1% and CCT chaperon mod -7.6.
`CC(=O)c1ccc(NC(=O)CCCCCn2nnc3ccccc3c2=O)cc1` gave Akt phos inh inactive, EPAC2 antag 13%, Mm-Cpn inhibitor -7%, Nrf2 ARE act 0.7%, A549 tox 0%, EPAC2 agonist -3%, Nrf2 block -14%, TGFb inhibitor inconclusive and CCT chaperon mod -0.1.
CN(C)CCCN(C(=O)c1ccc(S(=O)(=O)N2CCCCCC2)cc1)c1nc2ccc(F)cc2s1 was read as Akt phos inh inactive, EPAC2 antag -4%, Mm-Cpn inhibitor -2%, Nrf2 ARE act 6.3%, A549 tox inconclusive, EPAC2 agonist 4%, Nrf2 block inconclusive, TGFb inhibitor 0% and CCT chaperon mod -2.4.
`Cc1nnc(NC(=O)CSc2nnc(CC(=O)Nc3ccccc3F)n2C)s1` gave Akt phos inh inactive, EPAC2 antag -4%, Mm-Cpn inhibitor 1%, Nrf2 ARE act -0.6%, A549 tox inconclusive, EPAC2 agonist 5%, Nrf2 block 1%, TGFb inhibitor 22% and CCT chaperon mod -0.8.
For CCN(C(=O)COC(=O)/C=C/c1c(C)nn(-c2ccccc2)c1C)C1CCS(=O)(=O)C1 (stereo not given) the results were Akt phos inh inactive, EPAC2 antag 4%, Mm-Cpn inhibitor 1%, Nrf2 ARE act -0.2%, A549 tox -3%, EPAC2 agonist 3%, Nrf2 block -1%, TGFb inhibitor 10% and CCT chaperon mod 0.0.
For CCN(CC)S(=O)(=O)c1cc([N+](=O)[O-])ccc1NNC(=O)Nc1ccccc1 the results were Akt phos inh inactive, EPAC2 antag -11%, Mm-Cpn inhibitor 2%, Nrf2 ARE act 4.3%, A549 tox -15%, EPAC2 agonist 18%, Nrf2 block -30%, TGFb inhibitor -3% and CCT chaperon mod 0.4.
Screening COc1ccccc1NC(=O)CCc1c(C)nc2c(-c3ccc(F)cc3)c(C)nn2c1C returned Akt phos inh inactive, EPAC2 antag -7%, Mm-Cpn inhibitor -1%, Nrf2 ARE act -0.3%, A549 tox 0%, EPAC2 agonist -6%, Nrf2 block -28%, TGFb inhibitor 0% and CCT chaperon mod -2.3.
For NC(=O)COC(=O)c1cc(-c2ccco2)nc2ccccc12 the results were Akt phos inh inactive, EPAC2 antag -2%, Mm-Cpn inhibitor -6%, Nrf2 ARE act 3.5µM*, A549 tox -3%, EPAC2 agonist 6%, Nrf2 block 1%, TGFb inhibitor 6% and CCT chaperon mod -2.2.
For CC(=O)OCC1=C(C(=O)O)N2C(=O)C(NC(=O)CC(C)c3ccccc3)C2SC1 (stereo not given) the results were Akt phos inh inactive, EPAC2 antag -2%, Mm-Cpn inhibitor 1%, Nrf2 ARE act 0.2%, A549 tox -2%, EPAC2 agonist 0%, Nrf2 block 11%, TGFb inhibitor 12% and CCT chaperon mod -10.
Screening CCOC(=O)c1c(-c2ccccc2)oc2cc(CN(C)C)c(O)c(CN(C)C)c12 returned Akt phos inh inactive, EPAC2 antag 4%, Nrf2 ARE act 0.0%, A549 tox -1%, EPAC2 agonist -1%, TGFb inhibitor -5% and CCT chaperon mod -0.8.
O=S(=O)(Nc1ccc(-c2ccc3nncn3n2)cc1)c1ccccc1Cl was read as Akt phos inh inactive, EPAC2 antag 5%, Mm-Cpn inhibitor -10%, Nrf2 ARE act 6.3%, A549 tox -12%, EPAC2 agonist -1%, Nrf2 block -8%, TGFb inhibitor 1% and CCT chaperon mod 2.8.
For CCC1CCCCN1C(=O)CSc1nnc(-c2ccc3c(c2)OCCO3)o1 (stereo not given) the results were Akt phos inh inactive, EPAC2 antag -3%, Mm-Cpn inhibitor 0%, Nrf2 ARE act 3.9%, A549 tox -6%, EPAC2 agonist 9%, TGFb inhibitor 3% and CCT chaperon mod -1.5.
